Compound activity from PubChem BioAssay.
Tb PFK inh – inhibitors of T. brucei phosphofructokinase. O15648. T. brucei PFK, ADP-Glo luminescence. Potency, µM (top dose mostly 57.5 µM), without a hit: at the top dose activity, negative = inhibition, hits mostly inhibitors. hit rate 0.17% among 330,000. AID 485367;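 also: potency is read from the fitted curve at half-maximal effect; 0% = uninhibited 1x PFK enzyme wells and -100% = no-enzyme wells; nearly all actives have a fitted effect of over 60% in size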
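Luminescent ADP detection (ADP-Glo, two-step: ATP depletion then ADP-to-ATP conversion for luciferase) reported PFK activity after 45 min room-temperature reaction of 1.25 nM enzyme with 0.5 mM F6P and 0.1 mM ATP at pH 8.0.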
S-ASM inh – inhibitors of human secretory acid sphingomyelinase. P17405. placental ASM, HMU-PC fluorogenic substrate, 60 min. Potency, µM (titrated, usually from 57.5 µM), for the others: top-dose activity change, negative = inhibition, actives largely listed as inhibitors. hit rate 0.006% among 340,000; also: potency is read from the fitted curve at half-maximal effect
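HMU-PC0 cleavage (9 uM final) by human placental ASM, 60 min at 37 °C following 10 min compound exposure at RT; stopped at pH 10, fluorescence Ex 386/Em 447 nm.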
TCR act – activates T cell receptor signaling; primary human leukocytes, anti-CD3, IL-2 HTRF, 48 h; 330,000 tested, under 10 active; Potency, µM (top dose mostly 9.22 µM), for the others: at the top dose activation of IL-2 secretion, most hits filed as activators; AID 504894; also: % of control where 0% means no effect
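Primary human leukocytes incubated 48 hr with anti-CD3 beads plus compound, without co-stimulation. Secreted IL-2 measured by HTRF (europium cryptate/d2 anti-IL-2 pair, 320 nm excitation, 665 nm emission).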
BCR signal inh – chronic active BCR signaling inhibition | Potency, µM (highest dose often 46.1 µM), inactives show at the top dose ratio change, negative = lower green/red ratio, usual class: inhibitors | hit rate 0.05% among 340,000 | AID 493014 | ABC-DLBCL IkBa-CBG/CBR reporter, luminescence ratio, 4 h; active = well fitted inhibition curve with a large enough effect in the signal ratio, with a control signal flat, not every such curve was filed as active; inconclusive = small, poorly fitted or top-dose-only effect, or effect the other way, or a change in a side signal; the % refers to the signal ratio;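 also: potency is read from the fitted curve at half-maximal effect; plate controls were basal doxycycline-induced cells for no effect and cells given 10 µM MG132 for full effect; MG132 reads +100%, hits lower the ratio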
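TMD8 ABC-DLBCL cells carrying doxycycline-inducible green luciferase fused to IkappaBalpha plus unfused red luciferase were exposed to compounds (up to 46 uM) for 4 hrs at 37C. Activity came from the overlap-corrected green/red luminescence ratio.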
Mito fusion yeast – inhibitors of mitochondrial division or activators of mitochondrial fusion; S. cerevisiae fusion-defective mutant growth rescue, CellTiterGlo 48 h; Potency, µM (series often up to 46.1 µM), for the others: top-dose growth rescue (activation), actives largely listed as activators; hit rate 0.23% among 320,000;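 also: potency is read from the fitted curve at half-maximal effect; % of control where 0% means no effect; nearly all actives have a fitted effect of over 45% in size; temperature-sensitive fusion mutants such as fzo1-1 at 37 °C on non-fermentable ethanol glycerol medium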
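S. cerevisiae fusion-defective temperature-sensitive mutants (e.g. fzo1-1, mgm1-5) grown 48 h at 37C in YPEG (ethanol/glycerol non-fermentable) medium with 23 nl compound per well; growth rescue read as CellTiterGlo luminescence.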
TSHR antagonist – human thyrotropin receptor antagonism; P16473; AID 504810; hit rate 0.2% among 330,000; TSHR-expressing cells, TSH-stimulated cAMP HTRF, 2 h; hits give low values; activity change, negative = inhibition, % at 11.5 µM;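 active = activity change below a set negative limit, meaning inhibition stronger than a set level, cut at about -70% in these data; inconclusive = activity change between two set negative limits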; also: % is scaled to controls: 0 for no effect and ±100 for the full control effect
Target sequence (P16473 whole entry, looked up): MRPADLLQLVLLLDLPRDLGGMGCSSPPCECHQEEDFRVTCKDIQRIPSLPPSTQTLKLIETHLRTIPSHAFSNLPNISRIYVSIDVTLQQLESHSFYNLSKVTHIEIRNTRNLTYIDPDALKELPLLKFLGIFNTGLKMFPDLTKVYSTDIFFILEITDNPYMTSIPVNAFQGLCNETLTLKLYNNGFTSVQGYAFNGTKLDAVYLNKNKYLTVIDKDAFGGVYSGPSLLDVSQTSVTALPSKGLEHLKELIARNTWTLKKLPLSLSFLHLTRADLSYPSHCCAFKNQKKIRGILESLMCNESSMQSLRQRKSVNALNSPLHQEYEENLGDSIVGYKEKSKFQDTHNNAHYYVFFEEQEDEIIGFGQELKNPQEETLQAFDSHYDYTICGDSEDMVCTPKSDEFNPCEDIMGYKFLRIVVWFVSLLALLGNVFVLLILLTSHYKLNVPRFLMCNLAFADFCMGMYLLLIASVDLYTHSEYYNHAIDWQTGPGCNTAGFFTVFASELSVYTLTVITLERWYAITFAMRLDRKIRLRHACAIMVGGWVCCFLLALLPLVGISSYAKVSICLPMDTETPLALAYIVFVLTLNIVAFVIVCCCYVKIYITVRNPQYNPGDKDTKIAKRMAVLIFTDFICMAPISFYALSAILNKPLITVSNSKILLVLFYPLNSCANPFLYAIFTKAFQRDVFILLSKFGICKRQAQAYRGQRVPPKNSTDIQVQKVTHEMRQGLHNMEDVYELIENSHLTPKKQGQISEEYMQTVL
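Antagonism was scored as loss of TSH-driven cAMP in TSHR cells, stimulated with 4nM TSH (EC80) for 2 hours at 37 deg C and detected by homogeneous HTRF competition immunoassay.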
A-T KAP1 phos – potential ataxia-telangiectasia treatment | AID 485349 | hit rate 0.19% among 320,000 | Potency, µM (titrated, usually from 57.5 µM), for the others: at the top dose activation, hits mostly activators | […] A-T fibroblasts, KAP-1 phosphorylation AlphaLISA; neocarzinostatin DNA damage 30 min before lysis; also: potency is read from the fitted curve at half-maximal effect; % of control where 0% means no effect; nearly all actives have a fitted effect of over 45% in size
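ATM-like activity read as KAP-1 phosphorylation via AlphaLISA donor/acceptor antibody pairs after lysis and 6 hr at 25C. Cells were ATM-null patient fibroblasts ([…], hTERT), dosed 60 min, then exposed to the DSB inducer NCS for 30 min.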
Eya2 inh – blocks the phosphatase activity of human Eya2 | O00167 | recombinant Eya2, OMFP fluorescence dephosphorylation (OMFP is methylfluorescein phosphate) | Potency, µM (top dose mostly 76.9 µM), inactives show at the top dose activity, negative = inhibition, actives largely listed as inhibitors | hit rate 0.006% among 330,000 | AID 488837; also: potency is read from the fitted curve at half-maximal effect; % is scaled to controls: 0 for no effect and ±100 for the full control effect
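Eya2 protein (added as 0.2 uM solution) was preincubated with compound for 10 min at ambient temperature in 50 mM HEPES pH 7.5, 50 mM NaCl, 5 uM MgCl2, 0.05% BSA, 1 mM DTT. OMFP (added at 50 uM) then reacted 10 min; fluorescence read at 485/525 nm.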
ELG1 repair inh – ELG1-dependent DNA repair inhibition; HEK293T ELG1-luciferase reporter, luminescence, 16 h; DNA damage induced by 5-fluorouridine; Potency, µM (doses to about 46.1 µM), for inactives: at the highest dose activity change, negative = inhibition, actives largely listed as inhibitors; hit rate 2.3% among 330,000; also: potency is read from the fitted curve at half-maximal effect; % is scaled to controls: 0 for no effect and ±100 for the full control effect; nearly all actives have a fitted effect of over 55% in size
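Step one: seed 2,000 cells per well. Step two: pin-transfer compound or DMSO alongside 5-fluorouridine. Step three: incubate 16 hr, 37 °C, 5% CO2. Step four: add ONE-Glo, wait 30 min, read luminescence.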
a7 integrin act – integrin-mediated muscular dystrophy alleviation activation | alpha7betagal myoblasts, beta-gal FDG fluorescence, 48 h | Potency, µM (top dose mostly 38.3 µM), for the others: top-dose activation, usual class: activators | hit rate 0.064% among 350,000 | AID 624291;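 also: potency is read from the fitted curve at half-maximal effect; 100% = response of the positive control SU9516; nearly all actives have a fitted effect of over 60% in size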
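Alpha7betagal+/- myoblasts (passage 13) were plated 16-24 hr, then exposed to compounds (1:260 dilution of DMSO stock) for 48 hours at 37C. After MPER lysis, β-galactosidase reporter activity was read as FDG fluorescence (ex 480/em 540) after 30 minutes.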
TSG101-PTAP inh – blocks PTAP/TSG101 interaction to inhibit HIV-1 budding. Potency, µM (top dose mostly 115 µM), inactives show at the top dose activity change, negative = inhibition, usual class: inhibitors. 340,000 tested, under 10 active. AID 493005. Fluorescence polarization, FITC-PTAP peptide / Tsg101 binding; active = well fitted inhibition curve with a large enough effect in the main read-out, with a control signal flat, not every such curve was filed as active; inconclusive = small, poorly fitted or top-dose-only effect, or effect the other way, or a change in a side signal; inactive = no such curve, though single readings can be large or run the other way; also: potency is read from the fitted curve at half-maximal effect; % of control where 0% means no effect
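Tsg101 binding domain (10 uM final) was mixed with compound and a FITC-labeled PTAP peptide (50 nM final) in HEPES pH 7.5 buffer with NaCl, Tween 20, EDTA and TCEP; fluorescence polarization was read after 20 min at r.t.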
* marks the source's active call; other numbers are inactive results; ? = inconclusive; . = not tested or not shown; & = joins results of further samples; [ ] = another dose, or the depositor's remark. Unless noted, calls follow the shape of the dose curve; as a rule, active = well fitted curve in the direction sought with a large enough effect; inconclusive = small, poorly fitted or top-dose-only effect, or another doubt; inactive = no such curve, though single readings can be large; an effect the other way counts as inactive or inconclusive. This is a random part of the collection; about 3.2% have a hit in one of these screens.

No.	SMILES	Tb PFK inh	S-ASM inh	TCR act	BCR signal inh	Mito fusion yeast	TSHR antagonist	A-T KAP1 phos	Eya2 inh	ELG1 repair inh	a7 integrin act	TSG101-PTAP inh
1	COc1cnc(-c2ccccc2)nc1Oc1cccc(C)c1C	0%	-9%	-3%	?	0%	-10	20%	-15%	0%	-19%	-4%
2	CC(C)(Cc1cccc(CC(C)(C)C(=O)O)c1)C(=O)O	2%	4%	-7%	-11%	-1%	-1	0%	0%	8%	20%	-1%
3	CCCc1nn2c(=O)cc(COc3cccc(NC(=O)c4ccco4)c3)nc2s1	2%	-1%	0%	?	4%	-10	1%	6%	-4%	13%	-3%
4	O=C(NC1CCCc2ccccc21)C1CCC(CNS(=O)(=O)c2cccc3nsnc23)CC1 (configuration not stated)	1%	-3%	1%	-2%	-5%	31	20%	-21%	-4%	6%	2%
5	O=C(CCc1nc2ccccc2c(=O)[nH]1)N1CCCc2ccccc21	-4%	3%	-3%	?	5%	-5	7%	8%	?	5%	-6%
6	Cc1ccc(S(=O)(=O)N2CCC[C@H]2C(=O)OCC(=O)c2ccc3c(c2)NC(=O)CO3)cc1	1%	-2%	-4%	-1%	2%	10	?	-25%	15%	2%	-6%
7	CCOc1ccc(S(=O)(=O)NCCC(=O)N2CC=C(c3ccccc3)CC2)cc1	-6%	-7%	-3%	-7%	23%	-7	10%	5%	?	-1%	-6%
8	C/C(=C\C(=O)Nc1cscc1C)C(=O)O	1%	4%	0%	-23%	-6%	-2	3%	10%	-8%	-19%	-1%
9	COc1ccc(C(C(=O)NC(C)(C)C)N(CC2CCCO2)C(=O)CCC(=O)Nc2cc(C)on2)cc1 (configuration not stated)	5%	1%	6%	13%	-1%	23	2%	6%	0%	-10%	-6%
10	Cc1ccccc1CSCCNS(C)(=O)=O	-3%	5%	-11%	-20%	2%	18	.	-10%	-2%	9%	-5%
11	Cc1ccc(-c2cnc3n2CCCCC3)cc1	1%	3%	4%	1%	-11%	-1	4%	?	?	14%	-2%
12	CCCCn1c(N)c(N(Cc2ccccc2OC)C(=O)CC2OC(=O)c3ccccc32)c(=O)[nH]c1=O (configuration not stated)	-4%	5%	2%	4%	-2%	1	2%	-1%	-3%	6%	1%
13	CC1=C(C(=O)Nc2ccc(C)cc2C)C(c2cccs2)NC(=S)N1 (configuration not stated)	-15%	-2%	-4%	0%	-6%	18	-8%	-15%	9%	-3%	-8%
14	CCOc1ccccc1NC(=O)CSc1nnc(Cc2ccc(OC)cc2)c(=O)n1N	1%	-4%	-17%	0%	13%	-1	-4%	-12%	0%	-15%	-2%
15	COc1ccc(C(=O)N2CCCC(c3nc(-c4cccs4)no3)C2)cc1 (configuration not stated)	4%	-2%	.	?	11%	-8	13%	18%	-10%	-9%	-3%
16	C=CCn1c(NCc2ccccc2O)nc2ccccc21	-2%	0%	.	1%	0%	-2	6%	0%	?	-14%	-1%
17	O=C(Nc1ccc2c(c1)OCCO2)C1CCN(S(=O)(=O)c2ccccc2)CC1	1%	0%	2%	0%	1%	2	2%	11%	-3%	4%	-1%
18	Nc1nnc(CSc2ccc(Cl)cc2)s1	1%	-3%	2%	-4%	5%	6	.	-17%	6%	-21%	-2%
19	O=S(=O)(Nc1ccc(-c2ccc3nncn3n2)cc1)c1cccs1	8%	-2%	8%	0%	2%	-12	-3%	18%	17%	-13%	-3%
20	Cc1cccc(N2CCN(C(=O)c3ccncc3)CC2)c1C	0%	1%	-7%	3%	-1%	-5	2%	-4%	?	-35%	-6%
21	O=C(N/N=C/c1ccccc1C(F)(F)F)c1ccc(O)cc1	0%	-1%	2%	?	-4%	-7	?	-4%	?	2%	0%
22	CCN(CC)S(=O)(=O)c1cccc(-c2nnc(SC(C)C(=O)NCCC3=CCCCC3)o2)c1 (configuration not stated)	-1%	-3%	1%	-5%	11%	-19	.	-8%	23µM*	10%[7.66 µM]	6%
23	Cc1ccc(C(=O)COC(=O)c2cccc(N3C(=O)c4c(C)nc5ccccc5c4C3=O)c2)cc1C	-6%	-1%	1%[46.1 µM]	?	?	14	-2%	-9%	?	4%	0%
24	COc1cccc(/C=N/NC(=O)c2ccc([N+](=O)[O-])cc2Cl)c1O	4%	-1%	-1%[46.1 µM]	?	0%	-9	0%	2%	11%	-7%	1%
25	Cc1ccc(O)c(C(CC(=O)NC2CCCCC2)c2ccccc2)c1 (configuration not stated)	-5%	0%	-2%	14%	4%	-7	-1%	-5%	-2%	7%	0%
26	CC(=O)N(Cc1cccs1)C1CCOC(C)(C)C1 (configuration not stated)	.	-3%	1%	.	-8%	.	.	.	.	21%	1%
27	NC(=O)C1CCN(C(=O)CCC(=O)c2ccc(Br)cc2)CC1	1%	-2%	-6%	6%	?	8	-5%	7%	15%	17%	1%
28	O=C(Nc1c2c(nn1-c1ccc(Cl)cc1)CS(=O)(=O)C2)C1CC1	1%	2%	-2%	1%	-2%	4	6%	-2%	0%	-5%	.
29	COc1ccc(CC(=O)NNC(=O)[C@@H]2CCCC[C@@H]2C(=O)O)cc1	0%	4%	-5%	5%	0%	-9	-4%	-3%	8%	?	-4%
30	Cn1c(Cl)cnc1C(O)(c1ccccc1)c1ccccc1	0%	1%	5%	-14%	-5%	-1	1%	17%	-6%	-29%	1%
31	CCC(C)(C)NC(=O)CN(C(=O)CCC(=O)Nc1ccccn1)c1ccc2c(c1)OCO2	5%	6%	3%	-3%	-4%	3	4%	-10%	-11%	2%	-4%
32	Cc1ccc2nc(-c3ccccn3)cc(C(=O)NC(C)C(C)(C)C)c2c1 (configuration not stated)	1%	-8%	-9%	-2%	1%	6	-3%	-1%	?	-12%	-1%
33	Cc1cc(C)cc(NC(=O)Nc2ccc(S(=O)(=O)Nc3cc(C)on3)cc2)c1	-1%	-13%	-3%	-16%	-5%	-5	-4%	-7%	-3%	-11%	-6%
34	O=C(O)c1cc2[nH]c3c(c2cc1Cl)CCCC3	3%	0%	4%	9%	-2%	-1	-5%	11%	-18%	3%	-2%
35	CCOC(=O)Cc1nnc(NC(=O)C(CC)Sc2nc(C)cc(=O)[nH]2)s1 (configuration not stated)	-3%	14%	-2%[46.1 µM]	3%	-5%	-11	10%	1%	9%	17%	-2%
36	COc1ccccc1C(=O)OCC#CCSc1nnc(-c2cccc3ccccc23)o1	-7%&1%	-3%	2%	-10%&-1%	-10%	-6&3	7%&-1%	-19%&9%	19%	.	3%
37	CCOc1ccc(CN2CCN(Cc3cnc(N4CCOCC4)s3)CC2CCO)cc1 (configuration not stated)	4%	0%	5%	-5%	4%	2	1%	-2%	?	-7%	2%
38	CC(=O)N1CCN(Cc2nc3cc(NC(=O)c4cccs4)ccc3n2C)CC1	-14%	-3%	6%	13%	2%	4	-9%	11%	3%	13%	-1%
39	c1ccc(CSc2nnc(Cc3ccccc3)o2)cc1	-5%	0%	-2%	1%	2%	-21	1%	2%	?	31%	1%
40	FC(F)(F)c1ccc(-n2cnc3ccccc32)nc1	-5%	-4%	0%	11%	-1%	-9	4%	-27%	14%	28%	-6%
41	CCc1noc(C)c1C(=O)NNC(=O)COc1ccc(Br)cc1	0%	-2%	.	0%	-1%	-8	11%	4%	7%	2%	-3%
42	Cn1nc(-c2ccc(C(=O)NC3CCCCC3)cc2)c2ccccc2c1=O	2%	-2%	6%	8%	9%	1	1%	5%	14%	5%	-3%
43	CCc1nc(SCc2ccc([N+](=O)[O-])cc2)n[nH]1	-7%	0%	0%[46.1 µM]	?	9%	5	-3%	2%	?	15%	-2%
